PrPC surface inh – reduces human prion protein on the cell surface. P04156. cell surface PrPC, TR-FRET read-out. inhibition, % at 13.8 µM. 0.43% of 370,000 active. AID 720596; in the data active means inhibition above about 24%; further: 0% = median of the test wells and 100% = reference compound wells
Y pestis TopoI – Y. pestis Topo-I inhibition via cleavage products | activity, % at 10 µM | Y. pestis Topo-I cleavage product accumulation, plate reader | 0.064% of 360,000 active; in the data active means activity above about 50%, passing the limit was not always enough; inconclusive means no clear call, values can overlap the other calls; further: inactives centre near 2
3CLpro inhibitor – SARS-CoV 3CLpro protease inhibition; P0C6X7; recombinant SARS-CoV 3CLpro, quenched FRET peptide cleavage; inhibition, % at 6 µM; 0.14% of 290,000 active; in the data active means inhibition above about 12%
BH1578 lux ind – induces V. cholerae light production without autoinducers | AID 588436 | activation, % at 18.7 µM | 0.16% of 350,000 active | V. cholerae BH1578 lux reporter, luminescence, 6 h; in the data active means activation mostly above about 9.7%, no sharp cut-off; inconclusive means no clear call, values can overlap the other calls; inactive means mostly below about 3.7%; further: not every result past the cut was called active; inactives centre near 0; reference of the scale not given here
TcdB GH inh – TcdB glycohydrolase inhibition; AID 652162; P18177; 0.24% of 350,000 active; TcdB glycohydrolase enzymatic assay, plate reader; inhibition, % at 9.99 µM; in the data active means inhibition above about 10%
Anthrax LF inh2 – blocks Bacillus anthracis lethal factor protease; inhibition, % at 10 µM; P15917; 0.12% of 360,000 active; multiplex microsphere protease cleavage assay, LF; further: plate controls were buffer without enzyme for full effect and enzyme alone for no effect
Target sequence (P15917 whole entry, looked up): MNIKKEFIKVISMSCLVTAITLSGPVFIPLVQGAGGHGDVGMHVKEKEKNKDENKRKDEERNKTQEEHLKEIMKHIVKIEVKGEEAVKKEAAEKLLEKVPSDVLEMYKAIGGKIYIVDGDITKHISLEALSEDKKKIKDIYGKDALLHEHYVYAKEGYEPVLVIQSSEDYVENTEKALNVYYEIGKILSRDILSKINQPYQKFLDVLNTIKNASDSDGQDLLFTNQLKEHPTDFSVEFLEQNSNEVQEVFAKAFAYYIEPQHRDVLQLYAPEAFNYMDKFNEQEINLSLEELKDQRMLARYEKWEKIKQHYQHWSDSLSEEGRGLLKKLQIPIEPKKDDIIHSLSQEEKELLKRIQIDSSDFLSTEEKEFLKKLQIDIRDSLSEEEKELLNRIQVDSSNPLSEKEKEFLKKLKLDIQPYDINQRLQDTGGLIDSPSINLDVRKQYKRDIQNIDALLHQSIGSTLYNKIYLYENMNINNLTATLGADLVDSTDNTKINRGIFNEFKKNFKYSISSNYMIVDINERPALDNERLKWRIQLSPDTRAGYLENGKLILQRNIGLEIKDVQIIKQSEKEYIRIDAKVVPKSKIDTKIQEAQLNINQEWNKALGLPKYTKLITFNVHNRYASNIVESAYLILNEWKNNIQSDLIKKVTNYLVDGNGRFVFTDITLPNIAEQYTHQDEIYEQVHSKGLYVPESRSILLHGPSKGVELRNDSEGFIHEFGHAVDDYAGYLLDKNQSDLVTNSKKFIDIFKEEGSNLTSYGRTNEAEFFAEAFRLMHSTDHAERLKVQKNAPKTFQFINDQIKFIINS
PfHsp40 rescue – restores yeast growth despite PfHsp40 toxicity; S. cerevisiae expressing PfHsp40, growth rescue, ATP luminescence; growth rescue, % at 12.5 µM; 0.68% of 340,000 active; in the data active means growth rescue above about 28%, passing the limit was not always enough; inconclusive means no clear call, values can overlap the other calls;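 further: yeast W303a lacking pdr1 and pdr3 grown in galactose medium; growth measured after three days at 30 °C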
SSB-PriA inh – blocks PriA binding to SSB C-terminal tail | AlphaScreen SSBct-PriA binding, biotinylated peptide | inhibition, % at 33 µM | 0.6% of 430,000 active; in the data active means inhibition mostly above about 37%, no sharp cut-off; inactive means mostly below about 20%;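 further: plate controls were negative control peptide for no effect and reference peptide for full effect; strong numbers were not always called active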
BoNT A protease – inhibitors of Botulinum neurotoxin A light chain protease; multiplex microsphere protease substrate cleavage, flow cytometry; inhibition, % at 10 µM; 0.17% of 360,000 active; AID 588499; further: plate controls were buffer without enzyme for full effect and enzyme alone for no effect
An asterisk follows results filed as active; i = inactive; ? = inconclusive; · = no result given; & = joins results of further samples. Unless noted, no stated cut-off is given here; in the data, active means inhibition above about 30%; inconclusive means no clear call, values can overlap the other calls; inactive means below that.

item | structure | PfHsp40 rescue | BoNT A protease | BH1578 lux ind | 3CLpro inhibitor | Y pestis TopoI
1 | O=C(NCc1ccccc1)c1cc(C2CCCCN2S(=O)(=O)c2ccccc2)on1 (stereo not drawn) | · | -0.2 | i | · | -2
2 | CC(=O)c1ccc(S(=O)(=O)Nc2ccc(C(=O)NCC(c3ccccc3)N(C)C)cc2)cc1 (stereo not drawn) | 0.0 | 0.4 | -1.4 | -3 | -7
3 | Cc1noc(C(C)C)c1C(=O)Nc1ccc(-c2nnc3n2CCCCC3)cc1 | 0.8 | 0.3 | -0.6 | · | -8
4 | O=[N+]([O-])c1ccc(NS(=O)(=O)c2ccccc2)c(Cl)c1 | 4.4 | -0.4 | i | · | 3
5 | CCCCN(C(=O)C1CCCC1)c1c(N)n(Cc2ccccc2)c(=O)[nH]c1=O | 0.1 | 0.5 | i | · | -10
6 | CC(C)C(OC(=O)CCCC(=O)Nc1nccs1)C(=O)NC1CCCCC1 (stereo not drawn) | -0.4 | 1.0 | -0.3 | 2 | -8
7 | CN(Cc1cccc(Cl)c1Cl)C(=O)CCNC(=O)c1ccco1 | 0.9 | -0.1 | -0.8 | · | 2
8 | CCC(C(=O)Oc1c(C(C)C)cccc1C(C)C)c1ccccc1 (stereo not drawn) | 0.5 | 0.5 | -0.7 | · | 7
9 | COc1ccc(C(=O)N2CCCCC2C(=O)Nc2ccc(-n3nc(C)cc3C)cc2)o1 (stereo not drawn) | 0.0 | -2.0 | -0.9 | -5 | 24
10 | CCCCCCSc1ccc(-c2nc3ccc(C)cn3c2NCc2ccccc2)cc1 | 0.8 | -0.2&-1.2 | 3.7 | · | 2
11 | O=C(NC1CCCC1)C1CCCN(S(=O)(=O)c2cnc[nH]2)C1 (stereo not drawn) | -0.2 | 0.0 | -0.2 | -3 | -2
12 | CC1(C)CC(=O)C2=C(C1)OC(N)=C(C#N)C2c1ccccc1 (stereo not drawn) | 0.9 | 2.4 | -0.3 | 2 | -4

item | PrPC surface inh | TcdB GH inh | SSB-PriA inh | Anthrax LF inh2
1 | 6 | 1.2 | · | 5
2 | 3 | 0.7 | 4 | -4
3 | -1 | -5.7 | -3 | -2
4 | 5 | 0.7 | -4 | -2
5 | -9 | 1.2 | -9 | 1
6 | 6 | 0.4 | -10 | 2
7 | 10 | -12 | -6 | -4
8 | 6 | -0.4 | -34 | -5
9 | -2 | 0.7 | 14 | 1
10 | -4&-5 | 0.2&-0.8 | 15 | 2&-11
11 | -2 | 0.3 | -3 | -2
12 | 4 | · | -5 | -7

The results go on:
item | structure | PfHsp40 rescue | BoNT A protease | BH1578 lux ind | 3CLpro inhibitor | Y pestis TopoI
13 | CC(=O)N1CCN(C(=O)CCc2nc3sc4c(c3c(=O)[nH]2)CCCC4)CC1 | -0.2 | 0.1 | -0.1 | -1 | -2
14 | CCCCn1nnnc1C(c1ccccc1)N1CCN(c2ccc(OC)cc2)CC1 (stereo not drawn) | · | -0.6 | · | · | ·
15 | Nc1ccc(S(=O)(=O)NCC(=O)OC2CCOC2=O)cc1[N+](=O)[O-] (stereo not drawn) | -1.7 | 0.1 | i | · | 2
16 | O=C1NCN(c2ccccc2)C12CCNCC2 | 0.1 | 0.8 | -2.8 | 1 | 6
17 | Cc1ccc(OC(=O)C(F)(F)F)c2c1NCCC2 | 0.3 | -0.6 | 0.9 | 0 | 8
18 | CCn1c(/C=C/c2ccc(O)c(O)c2)nc2ccccc2c1=O | 1.1 | 1.4 | -0.1 | 3 | -9
19 | O=C(Cc1ccc(F)cc1)Nc1cccc(-c2cn3c(n2)SCC3)c1 | -1.1 | -1.1 | i | -2 | -2
20 | CCN(CC)c1ccc(NC(=O)COc2ccc(C#N)cc2)cc1S(=O)(=O)Nc1ccc(OC)cc1 | 0.5 | 0.2 | i | 4 | 3
21 | Cc1cccc(C(=O)NC(=S)NNC(=O)c2ccc(Cl)cc2)c1 | 75* | -0.2 | -0.3 | -1 | -1
22 | COC(=O)c1ccc(CN(C(=O)N2CCN(C)CC2)S(=O)(=O)c2ccc(C)cc2)cc1 | -1.1 | -0.1 | -1.2 | · | -2
23 | CCOc1cc(C(c2c(C)[nH][nH]c2=O)c2c(C)[nH][nH]c2=O)cc(Br)c1OC | -1.9 | -4.3 | i | 3 | 0
24 | COc1ccc2[nH]c(C)c(CCN(Cc3cccs3)C(=S)Nc3ccc(F)cc3)c2c1 | -1.3 | 3.9 | -0.4 | -2 | -15

item | PrPC surface inh | TcdB GH inh | SSB-PriA inh | Anthrax LF inh2
13 | -3 | · | -27 | -5
14 | 13 | 1.1 | · | 2
15 | -21 | -0.4 | 3 | 9
16 | 10 | · | 11 | 1
17 | -3 | · | 5 | -7
18 | -3 | -1.6 | -19 | 17
19 | 2 | 2.6 | 4 | -2
20 | -1 | -0.1 | -3 | -2
21 | 1 | · | -1 | 1
22 | 5 | 1.9 | 12&-17 | 4
23 | -6 | -0.5 | -2 | -13
24 | · | · | 13 | -1

More records follow:
item | structure | PfHsp40 rescue | BoNT A protease | BH1578 lux ind | 3CLpro inhibitor | Y pestis TopoI
25 | CCOc1ccccc1NC(=O)C1CCCN(S(=O)(=O)c2cccc3nsnc23)C1 (stereo not drawn) | -1.4 | · | i | 0 | 17
26 | COc1ccc(N(CC(=O)NCCSc2ccccn2)S(C)(=O)=O)cc1Cl | -0.3 | 1.7 | i | -5 | 0
27 | COc1ccc(N2CCN(C(=O)c3ccc(CS(=O)Cc4ccc(C)cc4)o3)CC2)cc1 (stereo not drawn) | 0.0 | 2.2 | 2.1 | 5 | 21
28 | COC(=O)c1[nH]c2ccc(C)cc2c1NS(=O)(=O)c1ccc(F)cc1 | 0.2 | 2.0 | i | -2 | -6
29 | Cc1ccc(S(=O)(=O)N2CCOCC2)cc1NC(=O)c1cc([N+](=O)[O-])ccc1N1CCOCC1 | 1.1 | 2.8 | -2.8 | · | 5
30 | Cc1ccccc1C1N(c2nccs2)C(=O)C2CCCN21 (stereo not drawn) | 1.4 | 0.3 | 0.4 | 4 | -1
31 | CCN1C(=O)[C@H]2[C@H]3CN=C(SCc4ccc(OC)cc4)N3[C@@](CC)(C(=O)OC)[C@H]2C1=O | -0.3 | 0.1 | i | · | 0
32 | CCOC(=O)CNC(=O)c1nn(-c2cccc(OC)c2)c(=O)c2ccccc12 | -0.7 | -0.4 | 6.1 | 5 | 3
33 | Cc1nc2ccc(NC(=O)c3ccc(C)c(S(=O)(=O)N4CCOCC4)c3)cc2s1 | 0.0 | -0.6 | i | · | 9
34 | O=C(c1ccccc1)C1CCN(C(=O)c2c(F)cccc2F)CC1 | 8.3 | 1.3 | -0.3 | 6 | -3
35 | CSc1ccc(NC(=O)NCCCN2CCC(Cc3ccccc3)CC2)cc1 | 0.0 | -1.4 | -1.2 | 2 | -1
36 | COc1ccc(-n2c(SCC(=O)C(C)(C)C)nc3c(sc(=S)n3-c3ccccc3)c2=O)c(OC)c1 | 0.5 | -3.5 | i | 4 | -12

item | PrPC surface inh | TcdB GH inh | SSB-PriA inh | Anthrax LF inh2
25 | -11 | · | -16 | ·
26 | -4 | · | 4 | 4
27 | -1 | 1.0 | 5 | 0
28 | 2 | · | -4 | 4
29 | -12 | 1.9 | -2 | 1
30 | -2 | 1.3 | -1 | -1
31 | -6 | 1.2 | -8 | 4
32 | -8 | · | -3 | -1
33 | 12 | 1.6 | 1 | -10
34 | 11 | 0.7 | 7 | 25
35 | -21 | -0.4 | -12 | 3
36 | 3 | 1.5 | -6 | -3

Structural class: those above with fluorine
item | structure | PfHsp40 rescue | BoNT A protease | BH1578 lux ind | 3CLpro inhibitor | Y pestis TopoI
17 | Cc1ccc(OC(=O)C(F)(F)F)c2c1NCCC2 | 0.3 | -0.6 | 0.9 | 0 | 8
19 | O=C(Cc1ccc(F)cc1)Nc1cccc(-c2cn3c(n2)SCC3)c1 | -1.1 | -1.1 | i | -2 | -2
24 | COc1ccc2[nH]c(C)c(CCN(Cc3cccs3)C(=S)Nc3ccc(F)cc3)c2c1 | -1.3 | 3.9 | -0.4 | -2 | -15
28 | COC(=O)c1[nH]c2ccc(C)cc2c1NS(=O)(=O)c1ccc(F)cc1 | 0.2 | 2.0 | i | -2 | -6
34 | O=C(c1ccccc1)C1CCN(C(=O)c2c(F)cccc2F)CC1 | 8.3 | 1.3 | -0.3 | 6 | -3

item | PrPC surface inh | TcdB GH inh | SSB-PriA inh | Anthrax LF inh2
17 | -3 | · | 5 | -7
19 | 2 | 2.6 | 4 | -2
24 | · | · | 13 | -1
28 | 2 | · | -4 | 4
34 | 11 | 0.7 | 7 | 25

(listing goes on)
item | structure | PfHsp40 rescue | BoNT A protease | BH1578 lux ind | 3CLpro inhibitor | Y pestis TopoI
37 | COc1ccc(C(=O)OCC(=O)NCc2ccccc2)c(OC)c1OC | -1.0 | -0.9 | 0.4 | -2 | -6
38 | CCCCNC(=S)NCc1ccc2c(c1)cc(C)n2C | -0.2 | 30* | -0.3 | 3 | 4
39 | CCOC(=O)CSc1nnc(-c2cc(OC)c(OC)c(OC)c2)o1 | -0.7 | -2.4 | i | 4 | 3
40 | CCOC(=O)Cc1cc(C)[nH]c1C(=O)OCC | -1.2 | -0.5 | 0.8 | 0 | 4
41 | Cc1ccc2c(c1)c1c3n2CCN(CC(O)CNC(C)C)C3CCC1 (stereo not drawn) | 0.0 | 2.1 | 1.3 | -3 | -9
42 | CCCCCCC(=O)N1C/C=C\C(c2ccc(OC)cc2)N(Cc2ccc(F)cc2)C(=O)C1 (stereo not drawn) | 2.2 | 0.5 | 0.8 | · | 38
43 | Cc1cc(S(=O)(=O)Nc2ccc(C(=O)NCC3CCCO3)cc2)ccc1F (stereo not drawn) | · | -0.7 | i | · | -6
44 | C=C(C)CCC(C)N1CCC(n2nccc2NC(=O)CCCc2ccccc2)CC1 (stereo not drawn) | -0.4 | -0.3 | -0.7 | 0 | 9
45 | Cn1cc(/C=C2/SC(=O)N(c3ccccc3)C2=O)c2ccccc21 | -0.6 | 1.2 | -0.4 | 4 | 14
46 | COc1cc(C(=O)NC2CCN(C)CC2)ccc1Nc1ncc2c(n1)N(Cc1ccccc1)CCC(=O)N2C | 0.3 | 0.8 | i | · | -4
47 | COc1ccc(CCC(C)NCC2CCCCC2)cc1 (stereo not drawn) | -0.3 | -0.3 | 1.8 | 2 | 3
48 | CCOC(=O)c1cc(NC(=O)c2cc(C)on2)cc(C(=O)OCC)c1 | 0.7 | -0.4 | i | 3 | -4

item | PrPC surface inh | TcdB GH inh | SSB-PriA inh | Anthrax LF inh2
37 | 7 | · | -8 | 1
38 | 9 | 1.2 | 83* | -42
39 | 0 | 0.1 | -6 | -2
40 | 2 | 2.7 | -6 | -8
41 | -10 | -5.8 | 30 | -8
42 | 8 | 0.4 | -7 | -4
43 | 7 | 0.7 | · | -5
44 | -8 | -1.2 | -4 | -1
45 | -1 | · | 1 | 6
46 | 2 | 0.6 | 1 | -10
47 | 2 | 0.9 | -2 | -3
48 | -2 | · | 7 | -1

(continued)
item | structure | PfHsp40 rescue | BoNT A protease | BH1578 lux ind | 3CLpro inhibitor | Y pestis TopoI
49 | Oc1cc2c(cc1C(c1ccc(Br)cc1)N1CCCC1)OCO2 (stereo not drawn) | ? | 1.0 | -0.1 | 3 | 4
50 | CCOc1ccc(NC(=S)N(CCN2CCOCC2)Cc2cc3cc4c(cc3[nH]c2=O)OCO4)cc1 | 1.3 | -0.3 | -0.4 | 6 | 17
51 | Cc1cc(F)ccc1S(=O)(=O)Nc1ccc(C(=O)N2CCCCCC2)cc1 | 0.1 | -0.1 | 0.9 | · | 13
52 | Cc1ccc(CNS(=O)(=O)c2c(C(=O)N3CCCCC3)c(C)n(C)c2C)cc1 | -0.5 | 1.6 | i | 10 | 2
53 | COc1cc(NC(=O)CSc2nnc(-c3ccncc3)n2C2CCCCC2)ccc1NC(=O)c1ccco1 | 0.2 | 0.9 | i | -2 | 9

item | PrPC surface inh | TcdB GH inh | SSB-PriA inh | Anthrax LF inh2
49 | -4 | -1.7 | 18 | -9
50 | -1 | · | 5 | -5
51 | 2 | 0.8 | -3 | 0
52 | -1 | 0.3 | -8 | -2
53 | 2 | 0.5 | 0 | -1

This is a subset, so the mix of outcomes need not match the whole.
